# Compound activity: PubChem, several laboratories
# NSD2 inh: NSD2 histone methyltransferase inhibitors, primary screen, biochemical, AlphaScreen, single concentration, set 2 | inhibition, % at 12.5 µM | hit rate 0.54% among 310,000 | NSD2 peptide methylation, 120 min | Histone-lysine N-methyltransferase NSD2 (Homo sapiens), O96028; in the data active = inhibition above about 50%
# PKA-R2B activ: activators of PKA-R2B holoenzyme, primary screen, biochemical, fluorescence polarization, Cy5-IP20, human; hit rate 0.079% among 340,000; PKA-R2B holoenzyme dissociation; R2B truncated from residue 108, S112A mutant; 0% DMSO only, 100% 113 µM cGMP; cAMP-dependent protein kinase catalytic subunit beta (Homo sapiens) + cAMP-dependent …; AID 504700, 2011; activation, % at 11.4 µM;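 active = activation above a cutoff set at the mean over all compounds plus 3 SD, cut at about 18% in these data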;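 note: higher means more holoenzyme dissociation and a rise in polarization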
# PvdQ inh: P. aeruginosa PvdQ acylase inhibitors, primary screen, biochemical, fluorescence, plate reader and imaging, single point; PvdQ acylase [Pseudomonas aeruginosa LESB58]; purified PvdQ acylase; inhibition, % at 10 µM; hit rate 0.063% among 340,000; in the data active = inhibition above about 30%, passing the limit was not always enough;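 note: 0% = vehicle neutral wells and 100% = reference inhibitor wells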
# Arr AP2 block: inhibitors of beta-arrestin/AP2 binding, primary screen, biochemical, GPCR trafficking, flow cytometry | beta-arrestin 1 C-terminal peptide binding to AP2 beta2-adaptin appendage (human) | inhibition, % at 10 µM | FITC-arrestin peptide / GST-AP2 beads; AP2 beta2 appendage carries R879A mutation | hit rate 0.31% among 340,000 | AID 504490, 2011;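 active = inhibition above a set limit, near 3 SD of compounds lacking own fluorescence, cut at about 54% in these data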;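 note: plate controls were DMSO wells for no effect and 5 µM unlabelled arrestin peptide for full effect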
#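 Material – AP2 appendage R879A on GSH beads · Buffer or medium – PBS with 0.05% Tween 20 and 0.1% BSA · Probe or stimulus – fluorescein-tagged arrestin peptide at 50 nM final · Incubation – compound with beads 12 min RT, then probe 1 h RT · Detection – high-throughput flow cytometry of beads, ex 488, em 535 nm · Evaluation – percent response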
# Keap1-Nrf2 PPI: Keap1-Nrf2 protein-protein interaction inhibitors, primary screen, biochemical, fluorescence polarization, single point; Kelch-like ECH-associated protein 1 (Homo sapiens), Q14145; Keap1 Kelch-Nrf2 peptide fluorescence polarization, 1536-well; inhibition, % at 9.4 µM; hit rate 0.15% among 340,000; in the data active = inhibition above about 12%;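 note: human Keap1 Kelch domain with fluorescein labeled Nrf2 9mer peptide probe; 0% = neutral control wells and 100% = peptide positive control; higher means more block of Keap1 binding to Nrf2 peptide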
# DAGLB inhibitor: DAGLB lipase inhibitors, primary screen, biochemical, fluorescence, HTS | inhibition, % at 5.17 µM | HEK293T DAGLB membrane lysate, EnzChek fluorogenic substrate | hit rate 0.059% among 340,000 | Diacylglycerol lipase-beta (Homo sapiens), Q8NCG7; in the data active = inhibition above about 34%;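 note: 0% = enzyme with vehicle and 100% = wells lacking enzyme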
# Target sequence (Q8NCG7 whole entry, looked up): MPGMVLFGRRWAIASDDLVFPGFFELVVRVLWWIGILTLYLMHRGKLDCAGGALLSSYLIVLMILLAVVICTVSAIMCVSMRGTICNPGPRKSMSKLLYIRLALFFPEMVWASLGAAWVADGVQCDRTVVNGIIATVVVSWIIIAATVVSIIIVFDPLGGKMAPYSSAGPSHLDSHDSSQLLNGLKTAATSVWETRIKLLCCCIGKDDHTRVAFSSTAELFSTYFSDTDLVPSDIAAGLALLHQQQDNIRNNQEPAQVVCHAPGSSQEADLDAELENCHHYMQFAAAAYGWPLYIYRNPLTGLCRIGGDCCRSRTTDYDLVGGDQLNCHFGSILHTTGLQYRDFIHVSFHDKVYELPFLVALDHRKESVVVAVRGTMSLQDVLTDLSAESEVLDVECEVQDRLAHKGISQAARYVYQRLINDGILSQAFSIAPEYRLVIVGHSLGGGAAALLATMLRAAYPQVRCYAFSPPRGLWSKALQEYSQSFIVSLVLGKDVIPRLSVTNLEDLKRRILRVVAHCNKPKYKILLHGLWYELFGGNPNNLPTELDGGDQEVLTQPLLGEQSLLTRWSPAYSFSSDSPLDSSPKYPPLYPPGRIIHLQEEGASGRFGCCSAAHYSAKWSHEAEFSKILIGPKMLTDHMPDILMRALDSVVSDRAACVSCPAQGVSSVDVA
# LANA DNA inh: inhibitors of KSHV C-LANA binding to DNA, primary screen, biochemical, fluorescence polarization, FAM-LBS DNA, MBP-C-LANA, single point; Kaposi's sarcoma herpesvirus LANA C-terminal domain (residues 932-1162) DNA binding; hit rate 0.078% among 340,000; inhibition, % at 9 µM;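 active = highest replicate inhibition at or above 60% at 9 µM, even if other replicates fall short; inactive = all replicates below 60% inhibition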;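 note: 0% = neutral control wells and 100% = 4 µM acridine orange control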
# SR-BI DiI inh: inhibitors of SR-BI mediated HDL lipid uptake, primary screen, ldlA[mSR-BI] cells, fluorescence, single point; ldlA[mSR-BI] CHO cells, DiI-HDL uptake fluorescence, 3 h; inhibition, % at 12.5 µM; hit rate 0.96% among 320,000;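 active = mean replicate inhibition of at least 70% and a set share of replicates each scoring 70 or more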;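 note: 0% = median of neutral control wells and 100% = median of positive control wells; values of inactives mirror those of a sister screen read the other way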
# SR-BI DiI-HDL act: activators of SR-BI mediated DiI-HDL uptake, primary screen, ldlA[mSR-BI] CHO cells, DiI fluorescence; 3 h; 100 = double the neutral-control signal; activation, % at 12.5 µM; hit rate 0.096% among 320,000; AID 504775, 2011;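 active = mean replicate activation of at least 60% and every replicate at or above 60%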;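 note: 0% = median plate neutral-control signal and 100% = twice that signal; values of inactives mirror those of a sister screen read the other way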
#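 material = CHO ldlA[mSR-BI] cells | medium = Ham's F12 with 0.5% BSA, HEPES 25 mM, pH 7.4 | reagent = fluorescent DiI-HDL, 10 µg/mL final | compound dosing = single-point compound dose | incubation = 3 h, 37 °C | measured by = bottom-read fluorescence, 550/595 nm | measure = HDL uptake via cellular fluorescence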
# Cardiac RTF inh: cardiac RTF calcium sensitivity inhibitors, primary screen, biochemical, IANBD-TnC fluorescence, EC70 calcium; Troponin I, cardiac muscle (Homo sapiens) + Troponin T, cardiac muscle (Homo sapiens) + …; IANBD-labeled cardiac RTF, Ca2+ fluorescence; inhibition, % at 7.15 µM; hit rate 0.12% among 340,000; AID 493244, 2011;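 active = inhibition above the mean inhibition of all tested compounds plus 3 SD, cut at about 17% in these data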;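 note: assay run at fixed EC70 calcium of 1.6 mM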
# Active calls of the source: *; . = not tested or not shown; & = joins results of further samples.
No. | Structure | NSD2 inh | PKA-R2B activ | PvdQ inh | Arr AP2 block | Keap1-Nrf2 PPI | DAGLB inhibitor | LANA DNA inh | SR-BI DiI inh | SR-BI DiI-HDL act | Cardiac RTF inh
1 | Cc1ccc(NC(=O)CSc2n[nH]c(-c3ccncc3)n2)cc1 | 0 | -5 | -22 | -7 | 4 | 0 | -1.8 | -1 | 1 | -5
2 | CCOCCCNc1ncnc2c1[nH]c1ccccc12 | 0 | 8 | -7 | 17 | 2 | 2 | 1.1 | -5 | 5 | -31
3 | Cc1ccccc1NC(=O)/C=C1\SC(=O)NC1=O | 0 | 1 | 1 | -2 | -3 | 1 | 1.3 | 1 | -1 | 5
4 | COc1ccc(-c2oc(NC(=O)CSc3nncn3C)c(C#N)c2-c2ccc(OC)cc2)cc1 | 0 | 0 | 1 | -7 | -2 | 2 | 0.2 | 21 | -21 | -9
5 | Cc1ccc(/C=C(\CCC(=O)O)c2nc3ccccc3s2)cc1[N+](=O)[O-] | 0 | -8 | 0 | -3 | -5 | 4 | -2.3 | 16 | -16 | 0
6 | CC(=O)N1CCN(c2ccccc2NC(=O)c2cc3ccccc3o2)CC1 | . | 8 | 3 | 16 | 4 | -6 | -0.2 | 23 | -23 | -2
7 | COc1cccc(NC(=O)CN(C)C(=O)c2ccc(-c3ccccc3Cl)o2)c1 | 0 | -2 | -1 | 5 | -7 | 1 | -0.2 | -17 | 17 | -3
8 | CN(C)C=NC(=O)c1cc(C(=O)c2ccc(F)cc2)c[nH]1 | -1 | 6 | -12 | -8 | -1 | 3 | -1.6 | -18 | 18 | 3
9 | Cc1cc(C)c(C)c(S(=O)(=O)N2CCN(C(=O)c3ccc4c(=O)n5c(nc4c3)CCC5)CC2)c1C | 1 | -1 | 1 | 19 | -3 | 1 | -0.4 | 18 | -18 | 5
10 | CCCCC[C@@H]1C=C(C(=O)O)[C@H](c2ccc(Cl)c(Cl)c2)N1S(=O)(=O)c1ccc(C)cc1 | . | 2 | -13 | 3 | 0 | 12 | 1.9 | 3 | -3 | 2

# Going on with the list:
No. | Structure | NSD2 inh | PKA-R2B activ | PvdQ inh | Arr AP2 block | Keap1-Nrf2 PPI | DAGLB inhibitor | LANA DNA inh | SR-BI DiI inh | SR-BI DiI-HDL act | Cardiac RTF inh
11 | CCC1CCCCN1CCCNC(=O)CS(=O)Cc1nc(-c2ccc(OC)c(OC)c2)oc1C (centres undefined) | -1 | -12 | 3 | -1 | -2 | -4 | -0.9 | 2 | -2 | -1
12 | CCOC(=O)C1C(=O)NC(C(=O)OCC)(C(=O)OCC)C1C(C)CC (centres undefined) | -3 | -2 | -13 | -10 | -5 | -2 | 0.5 | 20 | -20 | -4
13 | Cc1[nH]nc2c1C(c1ccc(O)cc1)C1=C(CC(C)(C)CC1=O)N2 (centres undefined) | 0 | 3 | 16 | 14 | -4 | -3 | -1.4 | -3 | 3 | -2
14 | CCOC(=O)CSc1nnc(-c2ccoc2C)n1-c1ccc(C)cc1 | 0 | -8 | -13 | -4 | -2 | 1 | 1.9 | -18 | 18 | -8
15 | CS(=O)(=O)c1cccc(C(=O)Nc2ccc(-c3nc4ccccc4[nH]3)cc2)c1 | 22 | -10 | -4 | -2 | -2 | 0 | 0.0 | 43 | -43 | 0
16 | Cc1onc(-c2ccccc2Cl)c1C(=O)Nc1ccccc1N1CCOCC1 | -3 | -4 | -20 | 1 | -4 | -1 | 0.0 | -6 | 6 | -10
17 | NS(=O)(=O)c1cccc(NC(=O)CCCC2CCCCC2)c1 | 1 | 3 | -9 | 4 | -3 | -1 | 0.5 | -16 | 16 | -34
18 | O=C(/C=C/c1ccc(N2CCCCC2)c([N+](=O)[O-])c1)c1ccc(S(=O)(=O)N2CCCC2)cc1 | 0 | -3 | -13 | -13 | -1 | 3 | 0.5 | 9 | -9 | -4
19 | O=C(Nc1cccc(F)c1)C1CCN(C(=O)c2ccc(Cl)cc2)CC1 | -6 | 0 | -14 | -4 | -1 | -2 | 1.4 | -22 | 22 | 0
20 | CC(=O)CC(c1ccc([N+](=O)[O-])cc1)c1c(O)c2ccccc2oc1=O (centres undefined) | . | 6 | 8 | 18 | -2 | 3 | 0.4 | 2 | 7 | 7

# Structures shown so far that have an NH in an aromatic ring, in the order listed:
No. | Structure | NSD2 inh | PKA-R2B activ | PvdQ inh | Arr AP2 block | Keap1-Nrf2 PPI | DAGLB inhibitor | LANA DNA inh | SR-BI DiI inh | SR-BI DiI-HDL act | Cardiac RTF inh
1 | Cc1ccc(NC(=O)CSc2n[nH]c(-c3ccncc3)n2)cc1 | 0 | -5 | -22 | -7 | 4 | 0 | -1.8 | -1 | 1 | -5
2 | CCOCCCNc1ncnc2c1[nH]c1ccccc12 | 0 | 8 | -7 | 17 | 2 | 2 | 1.1 | -5 | 5 | -31
8 | CN(C)C=NC(=O)c1cc(C(=O)c2ccc(F)cc2)c[nH]1 | -1 | 6 | -12 | -8 | -1 | 3 | -1.6 | -18 | 18 | 3
13 | Cc1[nH]nc2c1C(c1ccc(O)cc1)C1=C(CC(C)(C)CC1=O)N2 (centres undefined) | 0 | 3 | 16 | 14 | -4 | -3 | -1.4 | -3 | 3 | -2
15 | CS(=O)(=O)c1cccc(C(=O)Nc2ccc(-c3nc4ccccc4[nH]3)cc2)c1 | 22 | -10 | -4 | -2 | -2 | 0 | 0.0 | 43 | -43 | 0

# The list continues.
No. | Structure | NSD2 inh | PKA-R2B activ | PvdQ inh | Arr AP2 block | Keap1-Nrf2 PPI | DAGLB inhibitor | LANA DNA inh | SR-BI DiI inh | SR-BI DiI-HDL act | Cardiac RTF inh
21 | C#CCOCCOCCOCCNc1nc(N2CCN(C(=O)CCCCCCCCCCNC(=O)[C@H]([C@@H](C)CC)n3cc(CCCCN=C(N)N)nn3)CC2)nc(N2CCN(C(=O)CCCCCCCCCCNC(=O)[C@H](CO)n3cc(CCCSC)nn3)CC2)n1 | . | 0 | -17 | -27 | -12 | -1 | -2.0 | 9 | -9 | 6
22 | CC(C)COCC1CC2(CC(C)(c3csc(N)n3)OC2=O)C(=O)O1 (centres undefined) | -3 | -1 | 1&5 | 2 | 0 | -1 | -0.9 | -26 | 26 | 0
23 | CC(=O)N1Cc2ccccc2CC1C(=O)OCC(=O)c1c(N)n(C)c(=O)n(C)c1=O (centres undefined) | 13 | -10 | 3 | 4 | -3 | -5 | -0.7 | -6 | 6 | 5
24 | COc1ccc(N2CCN(C(=O)COC(=O)c3cccc(OC)c3O)CC2)cc1 | -1 | -8 | -18 | -4 | -3 | -5 | 7.5 | 32 | -32 | -11
25 | CCOc1ccc2nc(SCC(=O)N3CCCc4ccccc43)sc2c1 | -3 | -8 | -9 | -2 | -5 | -10 | 0.1 | 34 | -34 | -6
